rCAG binder – r(CAG) repeat RNA binding; inhibition, % at 3 µM; actives 1.3% (n = 370,000); TO-PRO-1 dye displacement fluorescence;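 active = inhibition above the plate cutoff, the mean of all test compounds on that plate plus 3 SD, cut at about 35% in these data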;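 also: 0% = DMSO alone and 100% = 100 µM mitoxantrone as full dye displacement; higher means more dye released from RNA so lower well fluorescence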
SIAE primary – inhibitors of human sialic acid acetylesterase SIAE | SIAE FP-Rh probe binding, fluorescence polarization | inhibition, % at 9.66 µM | actives 0.69% (n = 370,000) | Q9HAT2;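 active = inhibition above a cutoff: mean of compounds within the control limits plus 3 SD of those, cut at about 17% in these data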;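 also: 0% = plate median of compound wells and 100% = probe without SIAE protein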
HTRA1 inhibitor – HTRA1 (human) protease inhibition. inhibition, % at 5.96 µM. recombinant HTRA1, FP-rhodamine activity-based probe, fluorescence polarization. AID 504803. Q92743. actives 0.5% (n = 340,000); in the data active = inhibition above about 36%;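 also: 0% = enzyme with DMSO and 100% = wells lacking enzyme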
TCR-CD3 inh – human TCR-CD3 binding inhibition; TAMRA-labeled TCR probe fluorescence, biochemical; inhibition, % at 9.4 µM; actives 0.37% (n = 360,000); AID 651800; in the data active = inhibition above about 19%;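 also: recombinant mutant TCR 2C K166C tagged with TAMRA read by polarization; 0% = receptor in buffer alone and 100% = receptor with positive control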
ABHD4 inh – ABHD4 (mouse) inhibition, primary FP screen | Q8VD66 | purified mABHD4, FP-Rh probe fluorescence polarization | inhibition, % at 8.92 µM | actives 0.54% (n = 370,000);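 active = inhibition exceeding the mean over every tested compound plus 3 SD, cut at about 30% in these data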;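 also: 0% = plate median of compound wells and 100% = S159A mutant with DMSO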
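Assay system: mouse ABHD4 enzyme, wild type / Also added: fluorescent activity-based probe FP-Rh / Doses: single nominal dose of 8.92 µM, 0.89% DMSO final / Timing: 45 min compound pre-incubation plus 60 min probe step, 25 °C / Signal: FP readout, ex 525 nm / em 598 nm / Control set: S159A mutant/DMSO as 100%, compound-well median as 0%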
PRMT1 inh – inhibitors of human PRMT1; inhibition, % at 2.79 µM; Q99873; recombinant PRMT1, activity-based probe fluorescence polarization; AID 652257; actives 1.3% (n = 370,000);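 active = inhibition above about 21% made by adding two undisclosed values, limit read from the data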
Target sequence (Q99873 whole entry, looked up): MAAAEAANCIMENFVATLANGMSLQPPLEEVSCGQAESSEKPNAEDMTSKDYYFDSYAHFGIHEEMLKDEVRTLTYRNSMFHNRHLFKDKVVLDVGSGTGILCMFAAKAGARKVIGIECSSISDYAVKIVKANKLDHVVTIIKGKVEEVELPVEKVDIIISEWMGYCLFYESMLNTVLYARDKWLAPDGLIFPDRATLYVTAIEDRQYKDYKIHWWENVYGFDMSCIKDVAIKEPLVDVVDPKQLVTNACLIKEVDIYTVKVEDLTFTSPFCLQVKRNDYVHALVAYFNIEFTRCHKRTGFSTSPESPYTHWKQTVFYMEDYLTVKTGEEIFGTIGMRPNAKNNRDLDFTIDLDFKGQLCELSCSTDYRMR
PG9 binder – PG9 antibody binding by small molecule. actives 0.43% (n = 360,000). inhibition, % at 6.7 µM. TR-FRET gp120-PG9 antibody binding. AID 624416; in the data active = inhibition above about 8.5%
LEDGF integ inh – blocks HIV-1 LEDGF/p75-dependent DNA integration. inhibition, % at 3.7 µM. TR-FRET IN-LEDGF/p75 DNA integration, Eu/Cy5. actives 0.64% (n = 370,000);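 active = inhibition above the screen-wide mean plus 3 SD, cut at about 13% in these data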;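 also: signal is the Cy5 over europium emission ratio at 671 and 618 nm; 0% = plate median of compound wells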
TDP2 absorb – TDP2 (human) inhibition, absorbance primary screen; inhibition, % at 12.8 µM; recombinant TDP2, T5PNP hydrolysis, p-nitrophenol absorbance 415 nm; actives 0.34% (n = 370,000); O95551; AID 720702;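 active = inhibition above the mean of all tested compounds plus 3 SD, set per campaign, cut at about 25% in these data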;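 also: 0% = DMSO with enzyme and 100% = buffer with substrate but no TDP2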
Target sequence (O95551 whole entry, looked up): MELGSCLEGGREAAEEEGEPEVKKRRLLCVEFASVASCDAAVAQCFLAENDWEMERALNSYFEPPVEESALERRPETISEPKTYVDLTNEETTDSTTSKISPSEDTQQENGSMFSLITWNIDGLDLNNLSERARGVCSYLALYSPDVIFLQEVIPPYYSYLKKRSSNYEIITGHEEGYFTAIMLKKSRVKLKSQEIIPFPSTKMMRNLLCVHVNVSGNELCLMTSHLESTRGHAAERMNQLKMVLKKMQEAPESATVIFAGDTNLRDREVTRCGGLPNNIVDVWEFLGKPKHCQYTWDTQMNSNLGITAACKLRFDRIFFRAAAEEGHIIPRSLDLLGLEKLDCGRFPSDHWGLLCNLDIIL
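Evaluation: % inhibition relative to enzyme-containing and enzyme-free wells. Material: recombinant human TDP2. Benchmarks: enzyme-free and DMSO wells. Timing: enzyme reaction with compound for 2 h at 37 °C. Compound dosing: 12.8 µM only. Measured by: p-Nitrophenol epi absorbance. Reagent: T5PNP substrate at 5 mM, a TopII-DNA adduct mimic. Replication: single well per compound.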
NR1D1 modulator – modulates human Rev-erb alpha binding to DNA; P20393; activity, % at 10 µM; actives 0.79% (n = 370,000); Rev-erbα–FITC-DNA binding, fluorescence polarization, 90 min;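 active = activity above about 14%, limit read from the data; passing the limit was not always enough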;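 also: 0% = DMSO wells with 35 nM protein and 100% = DMSO wells with 750 nM protein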
* marks the source's active call; other numbers are inactive results; / = no result given. Some of the compounds tested (hit frequency here may not be typical).

SMILES	rCAG binder	SIAE primary	HTRA1 inhibitor	TCR-CD3 inh	ABHD4 inh	PRMT1 inh	PG9 binder	LEDGF integ inh	TDP2 absorb	NR1D1 modulator
CCOC(=O)/C(C#N)=C1/C=C(C)c2ccccc2N1	-2	1	-6	2	2	-6	-0.8	-2	-13	5
O=C(NCc1ccc2[nH]c3c(c2c1)CCCC3)c1ccc(S(=O)(=O)N2CCOCC2)cc1	14	-5	-1	-11	-1	-2	-0.3	5	-13	2
Cc1ccc(NC(=O)CCSCCc2ccccn2)cc1	0	-4	-4	3	-1	-1	-1.6	0	2	-7
O=C(NNC(=S)NC(=O)c1ccccc1)c1ccc(O)cc1	1	12	1	7	6	6	1.8	2	10	3
CC1CCN(C(=O)CN2C(=O)COc3ccc(Cl)cc32)CC1	-2	-4	-2	0	-1	-3	-1.3	1	-3	4
CCCCc1c(-c2ccccc2OC)ncn1Cc1ccc(Cl)cc1Cl	2	1	/	1	4	-4	-2.0	8	-13	6
CCCCn1c(=O)cc(O)c2ccccc21	1	5	5	-9	-2	-3	-2.7	2	-26	4
Cc1ccnc(NC(c2ccccn2)c2c(C)[nH]c3ccccc23)c1 (stereo unspecified)	-4	5	9	1	2	1	1.0	7	-1	-1
COc1cccc(OC)c1Oc1ccc(C(F)(F)F)cn1	-3	6	-3	7	-1	-1	-0.8	0	11	2
CC(=O)n1cc([C@@H]2C=C(C(=O)NCc3ccccc3)O[C@H](OCCCCO)C2)c2ccccc21	4	-6	-15	3	1	1	-1.3	3	18	0
COc1ccc(CN(C)C(=O)c2cccc(NS(=O)(=O)c3ccccc3)c2)cc1F	2	-6	6	-11	1	1	-1.4	1	9	0
CCOc1ccc(NC(=O)c2cccc(S(=O)(=O)Nc3c(C)n(C)n(-c4ccccc4)c3=O)c2)cc1	10	3	5	5	1	-3	-1.1	-1	1	-4
COc1ccc(C2=NOC3(CC(=O)N(c4ccc(C)cc4)C3=O)C2)cc1 (stereo unspecified)	4	5	2	-1	1	2	0.5	-2	6	-4
COc1ccccc1N(CCOc1ccccc1)S(=O)(=O)c1ccccc1	5	4	-27	3	-4	1	-1.4	-1	1	-4
CCOc1ccc(NC(=O)CN2C(=O)COc3ccc(S(=O)(=O)N4CCCCC4)cc32)cc1	3	-2	-10	10	0	-2	-1.5	0	5	-5
CCn1c(C)nc2cc(C(=O)OC)ccc21	-1	2	6	-1	-1	7	-1.6	-2	2	-1
CCOC(=O)c1c(C)[nH]c(C(=O)C(C)Sc2ccc(Cl)cc2)c1C (stereo unspecified)	-4	-11	-47	-3	-23	-1	-1.1	1	-4	4
COc1ccccc1/C=C/c1nc(C#N)c(N(C)C)o1	0	0	2	-5	2	1	-1.6	-3	7	-2
COc1cc(N)ccc1-c1cc2ccccc2oc1=O	5	5	0	-2	4	1	-0.7	-4	7	-2
CC(NC(=O)CN(C)Cc1cccc(F)c1)c1ccccc1 (stereo unspecified)	-6	5	7	2	3	-3	-0.7	6	4	3
Cc1ccc(NC(=O)NC(=O)N(C(C)C)S(=O)(=O)c2ccc(C)cc2)cc1	5	-4	-1	8	1	-8	-1.7	2	-1	-1
Clc1ccc(Cn2ncc3c(NCc4cccnc4)ncnc32)cc1	-1	-2	-4	-2	6	4	0.4	5	11	6
CCN(CC)S(=O)(=O)c1ccc(OC)c(NC(=O)c2cc(C)on2)c1	-4	-10	-1	-4	-3	4	-1.9	-4	-10	5
CCOC(=O)C1=C(C)C(c2ccccc2)NC(=S)N1 (stereo unspecified)	2	7	5	-7	-5	5	-2.9	8	-7	1
O=C(COc1cc(Cl)c(Cl)cc1Cl)NCCc1ccccn1	-3	12	1	-2	-3	-6	-0.9	4	-4	-2
CC(=O)Nc1ccc(NC(=O)C2Cc3c(-c4ccco4)ccnc3O2)cc1 (stereo unspecified)	3	-1	/	0	2	6	-0.6	2	10	7
C[C@H]1COC(=O)[C@@H](NC(=O)OCC2c3ccccc3-c3ccccc32)C/C=C\C[C@H](CC(=O)NCCO)C(=O)N1	1	2	0	1	5	-1	1.0	-1	5	0
CCCNS(=O)(=O)c1cccn1-c1ncc(C(F)(F)F)cc1Cl	6	6	-4	0	-4	2	0.0	1	-12	-5
OC[C@@H]1CN(Cc2cccs2)C[C@H](n2cnc3c(Nc4ccccc4)ncnc32)O1	3	-5	/	-13	-3	2	0.3	1	4	6
COc1ccccc1NC1=C(Cl)C(=O)OC1OC(=O)c1ccco1 (stereo unspecified)	4	-4	4	2	6	2	0.8	1	-4	-3
COc1cc2c(cc1OC)C(C)N(C(=O)Cc1ccc(C(F)(F)F)cc1)CC2 (stereo unspecified)	-1	2	-3	-2	-4	-2	-3.0	4	-21	-2
Cc1c(NS(C)(=O)=O)c(=O)n(-c2ccccc2)n1C	3	8	-3	4	-5	-1	-1.5	3	2	1
CCNC(=O)C1(C)CCCN(C(=O)c2sc(-c3ccccc3)nc2C)C1 (stereo unspecified)	-1	1	/	-5	-4	4	-1.1	-5	0	0
NCCCCc1cn(CC(=O)N2CCNCC2)nn1	7	-3	-1	-4	-11	7	1.6	-4	-9	0
COC(=O)CCCC1=CC2=C(c3ccccc3)C(=O)C(C)(OC(=O)C3CCCC3)C(=O)C2=CN1Cc1ccc(OC)cc1 (stereo unspecified)	3	6	13	4	5	-2	0.7	1	7	-1
CC(C)C(c1nnnn1CCc1ccccc1)N1CCC(C(N)=O)CC1 (stereo unspecified)	-5	1	3	-1	0	-1	-1.8	1	-1	1
N#Cc1c(Nc2ccccc2C(F)(F)F)s[nH]c1=O	-1	11	/	-4	3	20	-2.1	-2	0	-2
Cc1c[n+]([O-])ccc1[N+](=O)[O-]	1	-4	0	-1	6	-5	-1.6	5	5	6
CCNS(=O)(=O)c1ccc(NC(=O)Nc2cccc(C(F)(F)F)c2)cc1	15	-83	-56	1	-49	1	1.2	-3	6	2
FC(F)(F)c1cccc(NC(=S)Nc2ccc(Cl)c(Cl)c2)c1	5	3	/	4	0	-2	-2.5	5	11	0

Single records (already shown):
Shown for `O=C(COc1cc(Cl)c(Cl)cc1Cl)NCCc1ccccn1` = rCAG binder = -3; SIAE primary = 12; HTRA1 inhibitor = 1; TCR-CD3 inh = -2; ABHD4 inh = -3; PRMT1 inh = -6; PG9 binder = -0.9; LEDGF integ inh = 4; TDP2 absorb = -4; NR1D1 modulator = -2
Shown for `CC(=O)Nc1ccc(NC(=O)C2Cc3c(-c4ccco4)ccnc3O2)cc1` (stereo unspecified) = rCAG binder = 3; SIAE primary = -1; HTRA1 inhibitor = /; TCR-CD3 inh = 0; ABHD4 inh = 2; PRMT1 inh = 6; PG9 binder = -0.6; LEDGF integ inh = 2; TDP2 absorb = 10; NR1D1 modulator = 7

Next results.
SMILES	rCAG binder	SIAE primary	HTRA1 inhibitor	TCR-CD3 inh	ABHD4 inh	PRMT1 inh	PG9 binder	LEDGF integ inh	TDP2 absorb	NR1D1 modulator
Cc1ccccc1-n1c(-c2csc3ccccc23)n[nH]c1=S	8	3	-17	-1	-4	3	1.0	-6	1	3
Cc1nn(Cc2ccccc2)c(Cl)c1C(=O)OC1CCOC1=O (stereo unspecified)	-6	-14	-1	6	-3	-1	-0.6	2	3	-7
CC1CCCC(C)N1/N=C/c1ccc(C(=O)O)cc1 (stereo unspecified)	8	4	0	0	-3	2	0.7	-4	-5	0
CC(C)(C)c1ccc(N2C(=O)CC(C/C=C/c3ccccc3)C2=O)cc1 (stereo unspecified)	-1	1	13	-4	0	3	-0.1	-2	-16	4
CCC(C)(C)C1CCc2c(sc(NC(=O)c3ccccc3C(=O)O)c2C#N)C1 (stereo unspecified)	91*	-12	-17	2	4	2	-1.0	3	-7	-8
Cn1cccc1Cc1nnc(SCC(=O)NCC2CCCO2)n1CCc1ccccc1 (stereo unspecified)	-4	1	5	-1	5	2	1.3	-3	8	0
Cc1c(CC(=O)O)c(=O)oc2c(C)c(OCc3ccccc3Br)ccc12	4	-8	-5	-1	-5	0	1.1	-1	10	-1
CCOC(=O)N1CCN(C(=O)CNC(=O)c2nn(-c3ccc(OC)cc3)c(=O)c3ccccc23)CC1	-6	-1	2	-1	1	3	1.4	4	10	/
CCc1ccc(NC(=O)C(C)Nc2ccc(S(=O)(=O)NC(C)=O)cc2)cc1 (stereo unspecified)	1	11	3	-1	7	0	0.7	0	5	-6
Clc1cccc(-c2ccc3ncnc(NCc4cccnc4)c3c2)c1	7	1	-19	6	0	1	1.0	-1	13	1
COc1cc(C2CC(=O)OC3=C2C(=O)CC(C)(C)C3)cc(OC)c1OC (stereo unspecified)	1	-4	8	3	2	0	-0.9	0	4	-3
O=C1CCCN1CN(C(=O)c1ccc2c(c1)OCO2)c1cccc(Cl)c1	-5	-4	9	9	2	3	0.8	-2	1	3
CCOC(=O)CN1C(=O)C(O)(C2CCc3ccccc3C2=O)c2ccccc21 (stereo unspecified)	-4	6	4	-6	3	-1	-0.2	-4	5	2
FC(F)(F)c1ccc(Cl)c(NC(=S)N/N=C/c2ccccc2Cl)c1	3	-6	/	6	2	-4	0.4	1	15	6
Cc1cccc(OCc2nnc(N)s2)c1	2	-5	3	4	0	3	0.6	3	-3	-2
COc1ccc(S(=O)(=O)N2CCCCCC2)cc1NC(=O)CCNC(=O)c1ccc(Cl)cc1	7	9	-25	-1	-4	-5	2.8	1	9	-2
Oc1ccc(C[C@H]2CN([C@@H](Cc3ccc(O)cc3)CN3CCC[C@@H]3CN3C(=S)NC[C@@H]3Cc3ccccc3)C(=S)N2CCc2ccccc2)cc1	13	-27	/	-2	-27	4	2.0	-3	-9	2
COc1cccc(CNC(=O)[C@@H]2CCCN2)c1	1	1	/	-1	-9	0	0.9	2	3	-10
Cc1ccc(NS(=O)(=O)c2c(C)nc3sccn3c2=O)cc1C	2	-3	3	1	1	-1	0.9	0	3	-1
CCCc1cc2c(cc1NC(=O)c1ccc(Br)cc1)OCO2	0	0	-4	2	-5	-1	2.1	-4	-8	0
Oc1c(CN2CCCCC2)ccc2cccnc12	5	7	73*	13	22	3	0.1	-7	7	7
CCCCNC(=S)N1CCN(CC)CC1	-2	5	-2	-10	3	-1	-1.1	2	-10	-2
C[C@H](CO)N1C[C@H](C)[C@@H](CN(C)S(=O)(=O)c2cccc(F)c2)OCc2cn(nn2)CCCC1=O	2	3	-2	6	5	-3	-0.3	0	-11	6
O=C(O)C(Cc1ccccc1)N1C(=O)/C(=C/C=C/c2ccco2)SC1=S (stereo unspecified)	90*	11	37*	16	42*	61*	-2.1	86*	22	-32
CC1CN(S(=O)(=O)N(C)C)CCN1S(=O)(=O)N(C)C (stereo unspecified)	0	0	0	-3	-2	0	-1.7	3	-3	1

Screens: PubChem, several laboratories
